Source: PubChem (several laboratories)
HEK293 NFkB inh – inhibitors of the PMA/ionomycin-induced NF-kB reporter in HEK293 cells; actives 0.21% (n = 62,000); HEK-293 NF-kB luciferase reporter, luminescence; inhibition, % at 3 µM; AID 465;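 active = inhibition above the mean of all tested compounds plus 3 SD, cut at about 40% in these data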;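 also: 0% = stimulated DMSO wells and 100% = 10 µM reference inhibitor 5653914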
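System – HEK-293 cells with stable firefly luciferase reporter driven by four HIV NF-kB elements · Doses – one dose, 3 µM · Schedule – 1 h compound pre-incubation, 16 h PMA/ionomycin at 37 °C · Technique – luminescence from luciferase substrate reagent · Measure – percent inhibition normalized per plate to DMSO and reference-inhibitor controls · Replicates – tested once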
M1 agonist – activates the M1 muscarinic receptor; CHO-M1 cells, Fluo-4 calcium fluorescence, agonist mode; stronger effect = higher value; B-score at 10 µM; actives 3% (n = 64,000); AID 626;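 active = fluorescence rise, raw or as B-score row- and column-corrected plate score, outside the 99.7% band of its plate's samples, either direction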
5HT1E antag – antagonists of human 5-HT1E serotonin receptor; CHO 5-HT1E Ga15 NFAT-bla reporter, FRET, antagonist; inhibition, % at 6 µM; actives 0.99% (n = 65,000);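 active = inhibition above a set limit, the mean inhibition across every tested compound plus 3 SD, cut at about 29% in these data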;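 also: signal is the 460 over 535 nm emission ratio of beta-lactamase substrate; 0% = agonist plus DMSO wells and 100% = wells without agonist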
M1 antagonist – blocks the rat M1 muscarinic receptor response to acetylcholine | AID 628 | CHO-M1 cells, Fluo-4 calcium, ACh EC80 antagonist mode; stronger effect = lower value | actives 3.4% (n = 64,000) | B-score at 10 µM;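 active = calcium fluorescence response, raw or row-and-column corrected B-score, differing from the plate sample mean either way at a set confidence level, mostly lower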
5HT1E ag – activates the human 5-HT1E serotonin receptor; P28566; CHO 5-HT1E Ga15 NFAT-bla reporter, FRET; 0% DMSO wells, 100% control agonist wells; actives 0.69% (n = 65,000); activation, % at 6 µM; AID 574;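 active = activation above a set limit, the screen-wide mean activation plus 3 SD, cut at about 8.5% in these data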;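 also: 100% = positive control agonist at 1 µM giving full maximal response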
S1P3 ag – agonists of human S1P3 receptor. Q99500. S1P3 NFAT-BLA reporter cells, agonism, FRET ratio; relative to 1 µM S1P, basal subtracted. activation, % at 4.5 µM. actives 0.1% (n = 60,000);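 active = activation above the screen-wide mean plus 3 SD, cut at about 4.5% in these data, passing the limit was not always enough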; also: some compounds called inactive have numbers as strong as hits
Target sequence (Q99500 whole entry, looked up): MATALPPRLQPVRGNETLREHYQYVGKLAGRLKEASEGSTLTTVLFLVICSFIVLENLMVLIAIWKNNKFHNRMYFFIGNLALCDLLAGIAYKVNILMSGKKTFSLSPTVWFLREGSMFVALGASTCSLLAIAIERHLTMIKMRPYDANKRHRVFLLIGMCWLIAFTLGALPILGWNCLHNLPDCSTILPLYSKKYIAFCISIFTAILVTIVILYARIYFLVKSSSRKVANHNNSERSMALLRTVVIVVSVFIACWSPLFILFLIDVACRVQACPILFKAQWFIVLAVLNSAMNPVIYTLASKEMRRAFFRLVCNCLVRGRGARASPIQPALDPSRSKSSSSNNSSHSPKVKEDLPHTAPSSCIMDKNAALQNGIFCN
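Assay system: CHO cells stably expressing human S1P3, Gα16 and NFAT-β-lactamase reporter. Timing: overnight plating, 4 h compound 37 °C, 2 h substrate RT. Signal: β-lactamase FRET emission ratio 460/535 nm. Measure: percent activation versus median 1 µM S1P response, basal-subtracted, per plate. Repeats: primary screen single test, confirmation screen in triplicate.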
S1P1 ag pot – S1P1 (human) agonism or agonism potentiation | actives 0.57% (n = 56,000) | activation, % at 9.5 µM | S1P1 CRE-bla cells, forskolin, beta-lactamase FRET, potentiator mode; S1P1 agonist co-added at EC20, 2 nM; 100% = saturating reference agonist, 0% = basal | P21453;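 active = activation above a cutoff set at the mean activation of all tested compounds plus 3 SD, cut at about 54% in these data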;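 also: forskolin at 4 µM as EC80 and the EC20 agonist is SEW2871; 100% = SEW2871 at its EC100 plus forskolin at EC80; some compounds past the cut are filed as inactive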
Target sequence (P21453 whole entry, looked up): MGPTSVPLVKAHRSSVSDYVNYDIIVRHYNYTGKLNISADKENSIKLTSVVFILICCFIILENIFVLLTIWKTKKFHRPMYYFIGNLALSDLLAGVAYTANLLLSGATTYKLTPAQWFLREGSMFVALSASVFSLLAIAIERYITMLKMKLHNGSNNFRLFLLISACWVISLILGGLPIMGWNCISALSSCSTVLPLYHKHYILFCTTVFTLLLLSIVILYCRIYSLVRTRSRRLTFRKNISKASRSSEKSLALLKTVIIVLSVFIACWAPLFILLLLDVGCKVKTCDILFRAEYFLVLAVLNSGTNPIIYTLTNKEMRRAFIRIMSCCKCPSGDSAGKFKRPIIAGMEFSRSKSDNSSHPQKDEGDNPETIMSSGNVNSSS
Jurkat tox 60K – reduces viability or proliferation of Jurkat cells | Jurkat E6.1 viability, ATP luminescence, 48 h | inhibition, % at 4 µM | actives 1.2% (n = 56,000);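 active = inhibition above the mean inhibition of all tested compounds plus 3 SD, cut at about 28% in these data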
HER2 expr 66K – lowers expression of human Her2 kinase | P04626 | SKBR-3 HER2 protein level, AlphaScreen, 18-24 h; stronger effect = lower value | HER2 level % of control, % at 10 µM | actives 0.69% (n = 65,000) | AID 645;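 active = HER2 level under 5% of the carrier-only control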;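 also: 100% = DMSO carrier and 0% = 500 nM PU-H71 HSP90 inhibitor; lower value means stronger loss of Her2 protein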
Numbers without * were called inactive; . = no result given. Rows are unselected; overall some 9.2% were active at least once.

SMILES	HEK293 NFkB inh	M1 agonist	5HT1E antag	M1 antagonist	5HT1E ag	S1P3 ag	S1P1 ag pot	Jurkat tox 60K	HER2 expr 66K
Cc1ccc(S(=O)(=O)Cc2ccc(C(=O)N3CCN(c4ccccn4)CC3)o2)cc1	14	1.2	-5	-0.85	1.1	0.6	2	3	100
c1ccc(-n2nnnc2SCCCSc2nc3ccccc3s2)cc1	19	27*	3	-0.85	-0.3	-0.7	19	-6	101
CC(C)n1c(N2CCN(C(=O)c3cccs3)CC2)nc2ccccc21	6	1.4	-1	-0.18	-1.0	-0.8	6	6	101
CCOc1ccc(CNc2ccc(N3CCCC3)cc2)cc1	2	0.46	-2	0.94	-0.3	0.2	6	-2	64
O=C(CSc1nc2c([nH]c3ccccc32)c(=O)n1-c1ccccc1)N1CCOCC1	10	-0.099	9	-0.072	0.9	-0.1	-14	-1	72
CCCOc1ccc(Cn2cnc3ccccc32)cc1	14	1	6	-1.2	-1.6	-0.5	.	27	.
Cc1cc(Cl)c(S(=O)(=O)N2CCN(c3ccc(F)cc3)CC2)cc1OCC(N)=O	19	-0.045	-7	1.4	-0.9	-0.1	.	13	57
CCCn1c(SCC(=O)Nc2cccc(C)n2)nnc1-c1ccco1	19	-1.1	-5	-0.37	0.8	0.1	-7	-1	-23*
CCCCn1c(S(=O)(=O)O)nc2ccccc21	-1	-0.75	0	-0.52	-1.3	-0.1	.	2	96
OCCNCC(O)Cn1ccc2ccccc21 (centres undefined)	13	0.51	10	0.0008	-0.5	1.1	-7	8	71
O=C(OCc1c(Cl)nc2sccn12)c1cc2c(s1)CCCC2	10	-0.68	-4	-1.5	-1.8	-0.9	0	-7	79
O=C(c1c[nH]c2ccc(S(=O)(=O)N3CCOCC3)cc2c1=O)N1CCCC1	2	0.19	-8	0.014	0.7	-0.6	-5	-4	88
COc1ccc(OC)c(NS(=O)(=O)c2ccc(Cl)s2)c1	16	0.27	0	-2.8	0.3	-0.2	-13	3	86
O=C(COc1ccccc1)Nc1nc2ccccc2[nH]1	1	0.59	1	0.29	0.8	-0.1	-11	-1	87
COC(=O)[C@@H](NC(=O)Nc1ccc(OC)cc1)C(C)C	14	-0.14	7	0.14	-0.3	-1.4	6	9	242
O=C(CSc1nc2ccccc2s1)N1CCN(C(=O)c2ccco2)CC1	15	-0.2	-3	0.77	-0.5	0.0	7	-3	82
Cc1ccc(-c2noc(C3CCN(C(=O)Nc4ccc(C#N)cc4)CC3)n2)o1	8	-2.1	3	-1.3	0.4	-0.3	1	-7	109
Nc1nonc1-c1nc2ccccc2n1CCC(=O)O	5	0.6	7	0.55	-1.8	-0.1	-19	2	74
COC(=O)CCN(C(=O)c1ccc2c(c1)OCO2)c1ccccn1	14	0.034	-5	0.95	-0.2	-0.6	-11	-4	98
CCN(c1cccc(C)c1)S(=O)(=O)c1cccc2nsnc12	9	0.39	8	-2.7	-0.7	.	.	.	152
COCC(C)n1c(C)cc(C(=O)COC(=O)c2ccc3ncsc3c2)c1C (centres undefined)	14	-1.1	0	0.038	-0.7	-1.5	17	-1	87
COc1c(C)cccc1C(=O)Nc1ccc(CN2CCOCC2)cc1	-17	-0.54	8	-0.069	-0.8	-0.7	-5	0	94
COc1cc2c(cc1OC)CN(Cc1cccs1)CC2	1	.	0	.	13*	-0.5	-19	-3	124
COc1cccc2c1nc(C)c1cc(C)oc12	11	-0.029	-8	1.2	0.6	-1.0	-26	0	104
COCC(C)NC(=O)c1noc2c1CCc1cc(OC)ccc1-2 (centres undefined)	-6	0.2	1	-0.51	-1.4	-1.0	-3	1	75

The final 3 compounds of the part before come first, to join the parts.
SMILES	HEK293 NFkB inh	M1 agonist	5HT1E antag	M1 antagonist	5HT1E ag	S1P3 ag	S1P1 ag pot	Jurkat tox 60K	HER2 expr 66K
COc1cc2c(cc1OC)CN(Cc1cccs1)CC2	1	.	0	.	13*	-0.5	-19	-3	124
COc1cccc2c1nc(C)c1cc(C)oc12	11	-0.029	-8	1.2	0.6	-1.0	-26	0	104
COCC(C)NC(=O)c1noc2c1CCc1cc(OC)ccc1-2 (centres undefined)	-6	0.2	1	-0.51	-1.4	-1.0	-3	1	75
Cc1c(NC(=O)c2ccc(=O)oc2)c(=O)n(-c2ccccc2)n1C	.	0.6	-17	0.15	-0.2	-3.8	-2	.	103
CCOC(=O)c1ccc(N2C(=O)C3ON(c4ccccc4)C(c4ccco4)C3C2=O)cc1 (centres undefined)	8	0.17	-2	0.4	1.0	0.0	-8	-3	96
CCC1CCCCN1S(=O)(=O)c1ccc(S(=O)(=O)N2CCN(S(=O)(=O)CC)CC2)cc1 (centres undefined)	9	-0.16	1	-1.7	-0.1	-0.8	1	-1	68
CCOC(=O)c1c(C)oc2ccc(O)c(CN(C)C)c12	12	-0.009	5	-1.3*	-0.5	-0.3	-17	-1	106
CC(=O)N1CC2(C)CN(C(C)=O)CC(C)(C1)C2=O	8	-0.4	1	0.01	0.8	0.0	.	2	79
CCOC(=O)C1CCCN(C(=O)c2sc3nc(-c4ccc(OC)cc4)cn3c2C)C1 (centres undefined)	-16	-0.027	10	-1.7	-0.8	-0.2	10	-2	95
O=C(CNCC1CCCO1)Nc1ccc(N2CCCCCC2)cc1 (centres undefined)	20	-0.1	6	-0.6	-0.8	-0.2	-10	-1	96
CCOC(=O)c1c(NC(=O)C2CCCN2S(=O)(=O)c2cccc3nsnc23)sc(C)c1C (centres undefined)	10	.	5	.	-0.2	0.0	-31	8	98
Cc1cc(C)nc(SCC(=O)Nc2ccc(N3CCOCC3)cc2)n1	15	-0.53	-2	0	0.4	0.5	-38	-1	90
CCOC(=O)N1CCN(C(=O)CSc2nc3c(cnn3-c3ccc(C)cc3)c(=O)[nH]2)CC1	14	1	8	-1.8	-1.6	-1.5	2	8	85
CCc1nnc2sc(-c3ccc(NC(=O)c4ccc5c(c4)OCCO5)cc3)nn12	11	-0.38	21	0.82	-0.2	-1.5	-11	2	147
CCN1C2=C(C(=O)CCC2)C(c2ccc(O)cc2)C2=C1CCCC2=O	4	-0.27	0	-0.13	0.7	-0.2	.	-3	159
COC(=O)c1ccccc1NC(=O)c1cc(OC)cc(OC)c1	8	0.36	-1	0	0.9	-0.9	.	0	108
Cc1ccc(NC(=O)CSCc2c(C)noc2C)cc1C	20	-0.49	3	-0.089	-0.7	0.0	3	5	93
CCOC(=O)CN(C(=O)CNC(=O)c1ccco1)C(C(=O)NC1CCCCC1)c1cccc(OC)c1 (centres undefined)	10	-0.27	6	-0.79	0.3	-0.4	-12	-7	95
O=C(NCC1CCCO1)c1csc2c1CCCC2 (centres undefined)	1	-0.74	5	-0.33	0.0	-1.6	-4	-2	93
CCOC(=O)CSc1nc(-c2ccc3c(c2)OCO3)ccc1C#N	.	-0.038	-8	0.43	-0.1	-0.7	19	.	132
O=C(O)c1n[nH]c2ccccc12	10	.	3	.	-0.7	.	.	.	117
CN/C=C1\C(=O)C(C)(C)Oc2ccc3ccc(=O)oc3c21	12	1.5	5	0.078	-0.5	0.2	-33	1	93
O=C(NCCCN1CCN(Cc2ccccc2)CC1)C1CCN(c2nnc(-n3cccc3)s2)CC1	20	0.05	-2	-6.9*	4.7	0.1	-5	5	84
Cc1cc(NC(=O)c2cc(-c3ccccc3)on2)n(-c2ccccc2)n1	16	0.23	12	-0.072	-0.8	-1.6	.	2	86
CC1CCCCN1C(=O)CSc1nnc(-c2ccco2)n1CC1CCCO1 (centres undefined)	11	-0.17	5	0.36	-1.3	0.4	6	-1	78
COc1ccc(CCNC(=O)C2CCN(S(=O)(=O)c3cc(OC)ccc3OC)CC2)cc1	6	0.082	1	-0.18	-0.7	-0.9	7	3	87
CCOc1ccc(N(CC(N)=O)S(=O)(=O)c2ccc(F)cc2)cc1	14	0.33	5	1.5	0.0	0.0	-8	-2	117
CC(C)C(NC(=O)c1cccc(S(=O)(=O)N2CCOCC2)c1)C(=O)NCCc1ccccn1 (centres undefined)	1	-0.16	0	0.2	-0.4	0.5	19	1	97

Compound profiles, as listed above. Order of screens: HEK293 NFkB inh, M1 agonist, 5HT1E antag, M1 antagonist, 5HT1E ag, S1P3 ag, S1P1 ag pot, Jurkat tox 60K, HER2 expr 66K
CC(=O)N1CC2(C)CN(C(C)=O)CC(C)(C1)C2=O as listed: 8, -0.4, 1, 0.01, 0.8, 0.0, ., 2, 79
CC(C)C(NC(=O)c1cccc(S(=O)(=O)N2CCOCC2)c1)C(=O)NCCc1ccccn1 (centres undefined) as listed: 1, -0.16, 0, 0.2, -0.4, 0.5, 19, 1, 97
CCOC(=O)c1c(NC(=O)C2CCCN2S(=O)(=O)c2cccc3nsnc23)sc(C)c1C (centres undefined) as listed: 10, ., 5, ., -0.2, 0.0, -31, 8, 98

The list continues:
SMILES	HEK293 NFkB inh	M1 agonist	5HT1E antag	M1 antagonist	5HT1E ag	S1P3 ag	S1P1 ag pot	Jurkat tox 60K	HER2 expr 66K
O=C(CN(Cc1ccc2c(c1)OCO2)C(=O)CNS(=O)(=O)c1ccccc1)NCc1ccco1	4	0.48	-3	1	-0.7	-0.7	-8	5	104
COc1ccc(-n2c(SCC#N)nnc2-c2cccnc2)cc1	7	0.27	-5	0.019	1.2	-2.0	-12	5	93
CCCN1CCN(CCCNC(=O)CN2C(=O)COc3ccccc32)CC1	9	0.12	4	0.14	-0.8	-0.4	13	4	102
COc1ccc(-n2ncc3c(N4CCC(C(N)=O)CC4)ncnc32)cc1	.	-0.15	2	0.055	-0.5	-0.6	-9	.	90
CC(C)CCNc1nc2c(cc1C#N)COC(C)(C)C2	.	-0.0029	27	0.79	0.0	-3.4	-8	.	62
COc1ccccc1Oc1ccc(S(=O)(=O)NCc2ccccn2)cc1	9	12*	11	-0.21	0.1	.	.	.	86
